LmPK inhibitor – blocks Leishmania mexicana pyruvate kinase activity | Q27686 | purified LmPK, Kinase-Glo ATP luminescence, 1 h | Potency, µM (highest dose often 57.5 µM), inactives show top-dose activity change, negative = inhibition, hits mostly inhibitors | 0.37% of 290,000 active | AID 1721; also: potency is read from the fitted curve at half-maximal effect
Target sequence (Q27686 whole entry, looked up): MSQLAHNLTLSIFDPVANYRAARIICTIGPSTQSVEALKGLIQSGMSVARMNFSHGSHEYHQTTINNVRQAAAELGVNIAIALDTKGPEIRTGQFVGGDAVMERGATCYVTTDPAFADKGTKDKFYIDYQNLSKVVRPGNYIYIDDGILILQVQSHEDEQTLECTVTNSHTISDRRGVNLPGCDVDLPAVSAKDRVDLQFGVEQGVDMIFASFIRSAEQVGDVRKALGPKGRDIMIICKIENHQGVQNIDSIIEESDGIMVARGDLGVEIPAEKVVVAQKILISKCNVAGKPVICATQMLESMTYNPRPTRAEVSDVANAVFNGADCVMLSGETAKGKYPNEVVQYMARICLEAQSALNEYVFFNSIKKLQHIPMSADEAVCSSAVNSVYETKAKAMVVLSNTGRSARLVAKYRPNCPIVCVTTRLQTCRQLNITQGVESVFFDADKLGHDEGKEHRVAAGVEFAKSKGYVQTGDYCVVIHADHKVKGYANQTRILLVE
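In 50 mM imidazole pH 7.2 with 7 mM MgCl2, LmPK (0.1 nM) turned over PEP (0.5 mM) and ADP (0.1 mM) for 1 h at room temperature. Luciferase read-out of ATP.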
AmpC no deterg – AmpC beta-lactamase inhibition without detergent; P00811; AmpC nitrocefin hydrolysis, absorbance 480 nm, 0.0001% Triton; Potency, µM (titrated, usually from 57.1 µM), inactives show top-dose activity change, negative = inhibition, actives largely listed as inhibitors; 0.52% of 330,000 active; AID 485341;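 also: potency is read from the fitted curve at half-maximal effect; plate controls were no compound for no effect and no enzyme for full effect; nearly all actives have a fitted effect of over 20% in size; some results filed as inactive show a strong effect at the top dose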
Target sequence (P00811 whole entry, looked up): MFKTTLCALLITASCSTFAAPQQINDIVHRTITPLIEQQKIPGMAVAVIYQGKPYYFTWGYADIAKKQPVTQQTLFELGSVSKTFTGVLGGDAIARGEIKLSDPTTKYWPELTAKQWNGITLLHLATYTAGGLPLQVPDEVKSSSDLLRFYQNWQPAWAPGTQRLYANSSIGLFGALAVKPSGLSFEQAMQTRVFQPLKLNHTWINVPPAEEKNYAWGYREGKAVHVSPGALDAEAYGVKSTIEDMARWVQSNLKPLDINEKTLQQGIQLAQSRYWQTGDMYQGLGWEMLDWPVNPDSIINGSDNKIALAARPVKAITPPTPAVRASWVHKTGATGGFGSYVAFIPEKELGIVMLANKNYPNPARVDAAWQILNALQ
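20 mM phosphate pH 7.0 + 0.01% (detergent screen) or 0.0001% Triton X-100; 5.3 nM AmpC reagent; cpd preinc 15 min RT; nitrocefin (800 uM stock) to start; A480 q20 s × 4 min; Activity was normalised to no-enzyme and no-compound control wells.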
AMA1-RON2 inh – disrupts binding of P. falciparum AMA1 to RON2; AlphaScreen AMA1-biotinylated RON2 peptide binding; Potency, µM (series often up to 58.2 µM), without a hit: at the highest dose activity change, negative = inhibition, actives largely listed as inhibitors; 0.2% of 360,000 active;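 also: potency is read from the fitted curve at half-maximal effect; 0% = vehicle wells and -100% = peptide control; nearly all actives have a fitted effect of over 45% in size; some results filed as inactive show a strong effect at the top dose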
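AMA1 (3D7) with his tag at 25 nM final met compounds first, then biotinylated RON2 peptide at 25 nM; detection used donor plus acceptor beads, 10 µg/mL apiece, read by AlphaScreen after 30 min at room temperature.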
TbPYK inhibitor – blocks Trypanosoma brucei pyruvate kinase | 0.12% of 410,000 active | TbPYK enzyme, Kinase-Glo Plus ATP luminescence, 45 min | Potency, µM (doses to about 76.8 µM), without a hit: at the top dose activity, negative = inhibition, most hits filed as inhibitors | Q57TT1; also: potency is read from the fitted curve at half-maximal effect; nearly all actives have a fitted effect of over 50% in size
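ADP (130 uM final) triggers the TbPYK reaction after compound addition; incubation is 45 min at room temperature. Kinase-Glo Plus is then added and luminescence imaged. Normalized data are fitted to concentration-effect curves.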
HCV inh – HCV inhibition | Potency, µM (top dose mostly 41.8 µM), inactives show at the highest dose activity change, negative = inhibition, most hits filed as inhibitors | Huh7.5.1 HCVcc-Cre infection, luciferase reporter, 44 h | 3.4% of 340,000 active; also: potency is read from the fitted curve at half-maximal effect
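HCVcc-Cre virus at an moi near 0.5 was added right after compound to cells cultured 4 h from seeding (1,000 cells/well). Luciferase activity was determined 44 h later, 15 min after substrate addition at RT.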
HCMV antiviral – blocks human cytomegalovirus replication; HFF cells, HCMV-luciferase reporter, 72 h; hits give low values; activity change, negative = inhibition, % at 57.5 µM; 4.5% of 410,000 active; AID 1259415; in the data active = activity change below about -60%; inconclusive = no clear call, values can overlap the other calls; inactive = above about -39%
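Screen run at 2 compound doses on HFFs infected with reporter HCMV, MOI 1 PFU/cell. Luciferase activity from cell lysates at 72 h post infection gave inhibition relative to buffer-only and Salinomycin wells.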
AmpC inh detg – blocks E. coli AmpC beta-lactamase in detergent assay | P00811 | AmpC hydrolysis of nitrocefin, absorbance 480 nm, 0.01% Triton | Potency, µM (top dose mostly 114 µM), without a hit: at the highest dose activity change, negative = inhibition, hits mostly inhibitors | 0.041% of 370,000 active | AID 485294;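 also: potency is read from the fitted curve at half-maximal effect; 0% = no-compound wells and -100% = no-enzyme wells; nearly all actives have a fitted effect of over 25% in size; some results filed as inactive show a strong effect at the top dose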
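20 mM phosphate pH 7.0 + 0.01% (detergent screen) or 0.0001% Triton X-100; 5.3 nM AmpC reagent; cpd preinc 15 min RT; nitrocefin (800 uM stock) to start; A480 q20 s × 4 min; Activity was normalised to no-enzyme and no-compound control wells.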
Active calls of the source: *; ? = inconclusive; / = not tested or not shown; & = joins results of further samples; [ ] = remark or other dose. Unless noted, calls follow the shape of the dose curve; as a rule, active = well fitted curve in the direction sought with a large enough effect; inconclusive = small, poorly fitted or top-dose-only effect, or another doubt; inactive = no such curve, though single readings can be large; an effect the other way counts as inactive or inconclusive. Unless noted, % is scaled to controls: 0 for no effect and ±100 for the full control effect. Not a hit list, and some 7.5% of all compounds hit somewhere here.

canonical_smiles | HCMV antiviral | LmPK inhibitor | AMA1-RON2 inh | TbPYK inhibitor | AmpC inh detg | AmpC no deterg | HCV inh
COc1cc(SC)ccc1C(=O)NC1CCCc2ccccc21 (stereo unspecified) | ? | -6% | -21% | -1% | -9% | -1% | ?
COc1cc(/C=N/NC(=O)c2ccc(NC(=O)C3CC3)cc2)ccc1OC(C)=O | 8 | -3% | 6% | -9% | ? | -11% | 10%
COc1ccc(Cn2nnnc2C(c2ccccc2)N2CCN(C3CCCC3)CC2)cc1 (stereo unspecified) | -1 | 4% | -4% | 1% | ? | 82%[activator] | ?
O=C(Nc1ccc(S(=O)(=O)Nc2nccs2)cc1)c1nn(-c2ccccc2)ccc1=O | -9 | 0% | -7% | -6% | ? | -38% | -6%
CC1CC(C)CN(c2ncc3c(n2)CC(c2ccccc2Cl)CC3=O)C1 (stereo unspecified) | -5 | -3% | -4% | -3% | 2% | -22% | -2%
Cc1cn(CC(=O)N(C)Cc2ccco2)c(=O)[nH]c1=O | -6 | / | 13% | -7% | / | / | -66%
CC(=NCc1ccccc1)c1ccccc1O | -1 | / | 0% | -11% | / | / | /
CCc1ccc(C(=O)C(C)OC(=O)c2nc3nc(C)cc(C)n3n2)cc1 (stereo unspecified) | -21 | / | 3% | 3% | -12% | 15% | 35%[activator]
FC(F)(F)c1ccccc1NC(=S)N/N=C1\CC2CC=CC12 (stereo unspecified) | -35 | 1% | 58%[activator] | -15% | -6% | -29% | ?
O=C(C1CCN(S(=O)(=O)c2cccc3nsnc23)CC1)N1CCCc2ccccc21 | -22 | 5% | 6% | -1% | -1% | 36% | ?
COc1ccc(OC)c(NC(=O)C2CCCN(S(=O)(=O)c3ccc4c(c3)CCCC(=O)N4)C2)c1 (stereo unspecified) | 6 | / | / | -1% | 18% | / | /
C/C(Cl)=C/Cn1c(NCCCn2ccnc2)nc2c1c(=O)[nH]c(=O)n2C | 9 | 3% | -6% | -3% | 0% | -12% | -11%
CC(C)C(NS(=O)(=O)c1cccc(C(F)(F)F)c1)C(=O)O (stereo unspecified) | 22 | 3% | -7% | 4% | -3% | -4% | -5%
CCN1C(=O)CC2(C[N+]3(C)CCC2CC3)C1=O (stereo unspecified) | -34 | 0% | 6% | -8% | ? | -10% | 25%
COc1ccc(N(CC(=O)NCCSC2CCCCC2)S(C)(=O)=O)c(OC)c1 | 3 | 8% | -2% | ? | -7% | 123%[activator] | 7%
Cc1c(C(=O)NCCN2C(=O)S/C(=C\c3cccs3)C2=O)cccc1[N+](=O)[O-] | ? | 3% | -18% | -5% | -5% | -18% | ?
COC(=O)c1sc(C(F)(F)F)c(-c2ccccc2)c1S(=O)(=O)N1CCOCC1 | -10 | / | 0% | -3% | / | / | 6%
CN(C)c1ccc(C(C[N+](=O)[O-])c2c(N)n(C)c(=O)n(C)c2=O)c(F)c1C#N (stereo unspecified) | / | -4% | -18% | -5% | 1% | -3% | -8%
O=C(CSc1nccc(=O)[nH]1)NC1CCCC1 | -6 | 0% | -12% | 0% | 2% | -9% | 2%
Cc1cccc2c1-c1sc(C(=O)Nc3ccccc3N3CCN(C)CC3)cc1CO2 | -5 | 0% | -6% | 4% | -5% | 18% | -12%
Cc1nnc2sc(-c3ccc(NC(=O)CSc4ccc(Cl)cc4)cc3)nn12 | 55 | 0% | 1% | 0% | -3% | 9% | -1%
CC(C)CN(CCNC(=O)CN1C(=O)COc2ccc(S(=O)(=O)N3CCOCC3)cc21)CC(C)C | ? | -1% | 15% | -3% | 2% | 36% | -9%
c1ccc(Cn2cc(-c3cccnc3)cn2)cc1 | -4 | / | 4% | 0% | 9% | -8% | 21%
Cc1ccc(NC2CCCN(C(=O)c3ccccc3N3CCOCC3)C2)cc1C (stereo unspecified) | -22 | 1% | -5% | -9% | 3% | 120%[activator] | 5%
COc1ccc(S(=O)(=O)c2c(Nc3ccc(F)cc3)sc(C(=O)c3ccc(C)cc3C)c2N)cc1 | 5 | / | / | 2% | -2% | / | /
O=[N+]([O-])c1ccc(N2CCN(CCO)CC2)c2ncccc12 | 33 | 1% | -5% | -4% | -5% | -21% | 32%[activator]
COc1cccc(NS(=O)(=O)c2ccc(S(=O)(=O)N3CCOCC3)cc2)c1 | -23 | -5% | -4% | -1% | -15% | -25% | -1%
COc1ccc(/C=N/n2nnnc2N)c(OC)c1 | 20 | -2% | 4% | -2% | 3% | -11% | ?
CC(=O)NS(=O)(=O)c1ccc(NC(=O)CN2C(=O)C3C4C=CC(C4)C3C2=O)cc1 (stereo unspecified) | 3 | -1% | 1% | 0% | 7% | -20% | 8%
CCOCCCN(C(=O)Cn1nnc2ccccc21)C(C(=O)NCc1ccco1)c1ccncc1 (stereo unspecified) | -13 | 5% | 9% | -6% | ? | -2% | 9%
Cn1c(=O)c2c(Nc3ccc(F)cc3)cc(=O)n(-c3ccccc3)c2n(C)c1=O | -13 | 1% | -8% | -13% | -7% | -11% | 9%
CCN1C(=O)N/C(=C/c2ccc(C)o2)C1=O | 30 | 2% | 11% | -37% | -1% | -10% | 14%
COc1ccc(S(=O)(=O)NC(C)(C)C)cc1-c1nnc2c3ccccc3c(C)nn12 | ? | 3% | -1% | -8%&-7% | 3%&-1% | -7% | -23%
COc1ccc(C2CC(c3cccs3)=NN2C(=O)CSc2nc(=O)n3cc(C)ccc3n2)cc1 (stereo unspecified) | -38 | / | 3% | 0% | 6% | 128%[activator] | ?
COC(=O)c1ccccc1NC(=O)Cn1c(=O)nc(-c2ccccc2)c2cc(Cl)ccc21 | -39 | / | / | -6% | 3% | / | /
O=C(Nc1cccc(-c2nc3ncccc3o2)c1)c1ccco1 | 6 | 3% | -5% | -19% | -13% | 116%[activator] | -4%
Cc1ccc2nc(SCC(=O)N3CCCCCC3)nc(=O)n2c1 | ? | / | 4% | 2% | -15% | -5% | 4%
COc1ccccc1N1C(=O)C2C3CC(c4ccccc4)C(C3)C2C1=O (stereo unspecified) | -19 | -2% | 19% | 2% | ? | 9% | -4%
COCCN(Cc1cc2cc(C)c(C)cc2nc1Cl)C(=O)N1CCOCC1 | -23 | 2% | 2% | 0% | -6% | 67%[activator] | 10%
COc1ccc(CN2CCC(n3nccc3NC(=O)C3CC3)CC2)cc1O | 133 | -12% | 7% | -3% | -4% | -14% | /
COC(=O)c1ccccc1NC(=O)c1cc(C2CC2)on1 | 86 | 1% | 0% | -8% | ? | -34% | -4%
C=CCN(c1ccc(C(=O)Nc2cccc([N+](=O)[O-])c2)cc1)S(C)(=O)=O | ? | 2% | 2% | 5% | -5% | -19% | -26%
COc1ccc(N(CC(=O)NCc2ccc(F)cc2)C(=O)CCC(=O)Nc2ccccn2)cc1 | -12 | -1% | -16% | -14% | -7% | -3% | 0%
COc1cccc(CNC(=O)Cc2c(C)c3cc4c(C)coc4cc3oc2=O)c1 | -28 | / | / | 2% | -4% | / | /
Cc1ccc(N(C(=O)c2csnn2)C(C(=O)NCc2ccccc2)c2cccnc2)cc1 (stereo unspecified) | -10 | -5% | 15% | 1% | 2% | 34% | -7%
COc1ccc(-c2[nH]ncc2CN(C)CCN2CCOCC2)cc1F | -35 | 0% | 1% | -10% | -7% | -6% | -2%
CC[C@]12c3[nH]c4cc(CCC(=O)N(C)C)ccc4c3CCN1C(=O)[C@@H](CC(=O)NCc1cccc(C(F)(F)F)c1)C[C@@H]2C(=O)N1CCN(C(=O)c2ccco2)CC1 | -19 | / | -7% | -5% | / | 230%[activator] | -5%[8.37 µM]
CN(Cc1cccs1)C(=O)Cc1csc(-c2ccccc2)n1 | 24 | -11% | 12% | -3% | 9% | -21% | -5%
O=C1CCN(C(=O)CCCn2c(=O)oc3ccccc32)CC1 | 32 | -1% | 19% | 2% | -10% | -9% | 26%
Cc1ccc2c(c1)nnn2C1CCN(CC(=O)NCCc2nc3ccccc3[nH]2)CC1 | -38 | 1% | 68%[activator] | 2% | -9% | 50% | ?
Cc1ccc(C2c3[nH]c4ccccc4c3C[C@H]3C(=O)N(c4ccccc4C(=O)NCCCN4CCOCC4)C(=O)N23)cc1 (stereo partly specified) | 9 | 2% | -8% | 3% | -13% | 333%[activator] | -18%
O=C(O)C1CC(=O)N(CCc2ccccc2)C1 (stereo unspecified) | 15 | -12% | -8% | -7% | 3% | -15% | 14%
COc1ccc(-c2noc(CCC(=O)NCCCN3CCC(Cc4ccccc4)CC3)n2)cc1 | ? | 8% | -6% | -1% | ? | 195%[activator] | 2.5µM*
N#Cc1ccc(C(=O)N2CCCC(c3cc(C(=O)NCc4cccnc4)no3)C2)cc1 (stereo unspecified) | -25 | / | -9% | 0% | / | / | /
C/C(=N\NC(=O)c1cc(-c2ccccn2)nc2ccccc12)c1cccc([N+](=O)[O-])c1 | 48 | 2%[11.5 µM] | 0% | -2% | -4% | -8% | ?
CC(=O)c1cc(CN2CCN(C3CCN(C(C)C)CC3)C(CCO)C2)cs1 (stereo unspecified) | 8 | 4% | 7% | 5% | 0% | -9% | 7%
CC(C)N1CCC(N2CCN(Cc3cc(F)ccc3-n3cccn3)CC2CCO)CC1 (stereo unspecified) | ? | 2% | -8% | 5% | -8% | -15% | -24%
Cc1cc(=O)n2nc(N3CCCC(C(=O)N4CCOCC4)C3)sc2n1 (stereo unspecified) | -8 | 0% | -12% | 4% | 2% | -7% | 12%
COc1ccc(OC)c(S(=O)(=O)N2Cc3ccccc3CC2C(=O)Nc2ccc(Cl)cc2)c1 (stereo unspecified) | -29 | / | / | -6% | -6% | / | /

A section from further up, for reference:
canonical_smiles | HCMV antiviral | LmPK inhibitor | AMA1-RON2 inh | TbPYK inhibitor | AmpC inh detg | AmpC no deterg | HCV inh
COc1ccc(-c2[nH]ncc2CN(C)CCN2CCOCC2)cc1F | -35 | 0% | 1% | -10% | -7% | -6% | -2%
CC[C@]12c3[nH]c4cc(CCC(=O)N(C)C)ccc4c3CCN1C(=O)[C@@H](CC(=O)NCc1cccc(C(F)(F)F)c1)C[C@@H]2C(=O)N1CCN(C(=O)c2ccco2)CC1 | -19 | / | -7% | -5% | / | 230%[activator] | -5%[8.37 µM]
CN(Cc1cccs1)C(=O)Cc1csc(-c2ccccc2)n1 | 24 | -11% | 12% | -3% | 9% | -21% | -5%
O=C1CCN(C(=O)CCCn2c(=O)oc3ccccc32)CC1 | 32 | -1% | 19% | 2% | -10% | -9% | 26%
